# Source: PubChem BioAssay
# eIF4E 4G PPI: eIF4E/eIF4G interaction inhibition in translation initiation; inhibition, % at 21.7 µM; hit rate 0.37% among 220,000; TR-FRET eIF4E-eIF4GI(517-606) binding, 2 h; AID 782;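 active = inhibition above about 30%, limit read from the data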;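 note: 0% = full FRET control wells and 100% = background wells lacking eIF4GI fragment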
# Mdm2 ligase inh: blocks human Mdm2 ubiquitin ligase activity. Q00987. cell-based MDM2 ubiquitination luciferase reporter, 2 h; 0 = plate control, 100 = twice control, blank-subtracted. signal enhancement, % at 5 µM. hit rate 0.11% among 210,000. AID 1230;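 active = signal enhancement of 30% or more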;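 note: luminescence tracks abundance of the self-degrading MDM2-luciferase fusion protein; higher signal means inhibition of MDM2 E3 ligase activity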
# Target sequence (Q00987 whole entry, looked up, the tested form may be a part): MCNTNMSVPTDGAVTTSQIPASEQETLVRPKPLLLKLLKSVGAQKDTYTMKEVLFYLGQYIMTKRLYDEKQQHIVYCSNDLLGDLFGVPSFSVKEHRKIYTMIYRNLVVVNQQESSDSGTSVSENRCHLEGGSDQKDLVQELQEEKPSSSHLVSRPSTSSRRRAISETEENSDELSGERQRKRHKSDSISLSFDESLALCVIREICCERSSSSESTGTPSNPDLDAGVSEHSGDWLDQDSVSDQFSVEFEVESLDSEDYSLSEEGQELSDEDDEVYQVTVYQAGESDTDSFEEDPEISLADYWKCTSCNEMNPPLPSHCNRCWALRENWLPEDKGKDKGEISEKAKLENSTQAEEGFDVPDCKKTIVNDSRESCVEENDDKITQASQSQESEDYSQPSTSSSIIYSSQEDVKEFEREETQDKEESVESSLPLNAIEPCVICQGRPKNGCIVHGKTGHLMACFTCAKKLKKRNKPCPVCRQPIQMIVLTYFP
#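 test system = mammalian cells stably expressing self-ubiquitinating, self-degrading MDM2 E3–luciferase fusion | quantity = 2000 cells/well | incubation = cell settling 4 h, compound treatment 2 h, both 37 °C | signal = luminescence with SteadyLite reagent, 15 min at room temperature | evaluation = % enhancement relative to plate controls after blank subtraction | benchmarks = plate controls and plate blanks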
# p97 ATPase inh: inhibitors of human p97 ATPase. P55072. AID 1481. hit rate 0.42% among 220,000. recombinant p97 ATPase, Kinase-Glo ATP luminescence, 3 h. inhibition, % at 8 µM; in the data active = inhibition above about 15%;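 note: 0% = DMSO vehicle and 100% = wells lacking enzyme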
# FXIIa inh 1536: blocks human coagulation factor XIIa protease activity; purified FXIIa, Boc-QGR-AMC fluorogenic substrate, 2 h; P00748; AID 800; inhibition, % at 5 µM; hit rate 0.3% among 220,000; in the data active = inhibition above about 40%;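 note: 0% = enzyme with no compound and 100% = blank without enzyme; many of its hits are not listed in these tables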
# Target sequence (P00748 20-372 limits assumed): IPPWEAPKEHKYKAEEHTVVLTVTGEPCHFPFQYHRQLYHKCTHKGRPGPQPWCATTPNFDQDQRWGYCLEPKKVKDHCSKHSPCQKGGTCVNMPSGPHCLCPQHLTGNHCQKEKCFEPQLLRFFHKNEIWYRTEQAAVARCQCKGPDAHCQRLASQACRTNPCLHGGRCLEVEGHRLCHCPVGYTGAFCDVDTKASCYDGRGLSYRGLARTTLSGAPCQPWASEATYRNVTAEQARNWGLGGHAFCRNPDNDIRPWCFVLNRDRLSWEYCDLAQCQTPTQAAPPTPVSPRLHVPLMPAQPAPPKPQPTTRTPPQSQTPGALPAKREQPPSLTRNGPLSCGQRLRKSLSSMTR
# Target sequence (P00748 373-615 limits assumed): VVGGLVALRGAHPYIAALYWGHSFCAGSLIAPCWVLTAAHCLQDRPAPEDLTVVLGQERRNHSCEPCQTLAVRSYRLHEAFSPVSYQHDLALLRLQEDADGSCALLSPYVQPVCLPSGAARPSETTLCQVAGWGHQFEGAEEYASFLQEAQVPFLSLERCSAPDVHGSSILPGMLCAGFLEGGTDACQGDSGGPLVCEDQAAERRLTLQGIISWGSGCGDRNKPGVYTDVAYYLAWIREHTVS
# Rad51 HR inh: blocks human Rad51 in homologous recombination; hit rate 0.085% among 200,000; Q06609; inhibition, % at 10 µM; hRad51 DNA strand exchange, fluorescence dequenching; AID 1385;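 active = inhibition above 40% at the single screening dose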;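 note: 0% = DMSO control wells and 100% = blanks with heterologous ssDNA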
#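 Test system – preformed human Rad51 ssDNA filaments · Reagent – Donor/quencher-labelled 47-bp dsDNA substrate · Incubation – 37 °C 15-min filament assembly, 30-min compound preincubation, 15-min exchange · Signal – FRET fluorescence dequenching, excitation 485 nm, emission 520 nm · Read-out – percent inhibition from fluorescence, normalised to plate control and blank means · Benchmarks – plate control and blank wells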
# FXIa inh 1536: factor XIa (human) inhibition; P03951; hit rate 0.14% among 220,000; AID 798; purified FXIa, Boc-Glu-Ala-Arg-AMC fluorogenic substrate; inhibition, % at 5 µM;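 active = inhibition of at least 40%; inactive = inhibition below 40%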;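 note: fluorescence of freed AMC excited at 355 nm; 0% = enzyme without compound and 100% = no enzyme blank; many of its hits are not listed in these tables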
# Wee1 degr inh: human Wee1 degradation inhibition, primary screen; HeLa Luc-Wee1K328M stability, luciferase luminescence; 100% = proteasome inhibitor MG132 effect; reporter increase, % at 5 µM; hit rate 1.2% among 220,000; P30291;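 active = activation above the mean of all tested compounds plus 3 SD, set per screening run, cut at about 8.8% in these data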;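 note: cells exposed to compound for 20 h before luminescence read; 0% = DMSO alone and 100% = MG132 at 30 µM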
# 14-3-3 Bad inh: disrupts binding of bovine 14-3-3 zeta to phospho-Bad peptide. P63103. TR-FRET 14-3-3zeta/Dy647-pBad peptide displacement, 1 h. inhibition, % at 21.7 µM. hit rate 0.71% among 220,000. AID 781;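 active = inhibition above about 70%, limit read from the data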;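 note: 0% = full 14-3-3 plus peptide FRET controls and 100% = background without 14-3-3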
# KLK5 inh: inhibitors of human kallikrein 5; Q9Y337; recombinant hK5, fluorogenic AMC substrate cleavage; inhibition, % at 5 µM; hit rate 0.59% among 210,000;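 active = inhibition of 40% or more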;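 note: 0% = enzyme controls without compound and 100% = no-enzyme blanks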
# * = called active by the depositor; . = not tested or not shown; [ ] = another dose, or the depositor's remark.
# Below each compound: eIF4E 4G PPI	Mdm2 ligase inh	p97 ATPase inh	FXIIa inh 1536	Rad51 HR inh	FXIa inh 1536	Wee1 degr inh	14-3-3 Bad inh	KLK5 inh
- CC1CCCCC1NC(=O)CSc1nncn1N (stereo not drawn)
    0	-11	-2	11	-5	-1	-1	4	5
- COc1ccc(Cc2nnc(SCC(=O)NCC3CCCO3)o2)cc1 (stereo not drawn)
    7	-3	0	12	-1	-2	0	11	-5
- COc1ccccc1OCC(=O)Nc1cccc(C(=O)N2CCOCC2)c1
    1	11	2	4	5	0	-1	-1	2
- CC(C)CC1(C)NC(=O)N(CC(=O)Nc2cccc(S(=O)(=O)N(C)c3ccccc3)c2)C1=O (stereo not drawn)
    3	-12	1	2	19	-1	-3	-14	-3
- Cc1cccc(NC(=S)NCC23C=CC(O2)C2C(=O)N(c4ccc(Cl)cc4)C(=O)C23)c1 (stereo not drawn)
    -3	7	3	-2	4	-2	0	-16	-18
- CCOc1ccc(-n2nnnc2SCC(=O)c2ccccc2)cc1
    -1	2	-1	7	-6	2	-3	9	5
- CC(=O)c1cc(C#N)c(NCc2ccccc2)nc1C
    2	1	0	1	3	-7	2	-2	-10
- COc1ccc(OCCCn2c(=O)oc3ccccc32)cc1
    0[fluorescence artefact?]	-5	0	14	11	8	0	-8	-4
- O=C(NNC(=S)NC1CC2CCC1C2)c1ccc(Cl)cc1 (stereo not drawn)
    1	4	4	7	0	-7	0	-17	-28
- COc1ccc(-c2cc(O)cc(O)c2)cc1
    1	-25	2	4	0	-4	2	12	-7
- CC1(C)SC(=S)N(Cc2ccc3c(c2)OCO3)C1N(O)C(=O)NC1CCCCC1 (stereo not drawn)
    6	9	1	23	1	4	-3	3	-8
- Cc1ccc(CCN2CC(C(=O)NCc3ccco3)CC2=O)cc1 (stereo not drawn)
    5[fluorescence artefact?]	-2	2	-3	-6	-5	0	-2	2
- CCC(C(=O)Nc1ncn[nH]1)(C(F)(F)F)C(F)(F)F
    -1	-3	-3	9	9	2	-1	7[fluorescence artefact?]	18
- CC1(C)COC(c2cc([N+](=O)[O-])ccc2Cl)=N1
    3[fluorescence artefact?]	5	1	7	4	-1	0	4[fluorescence artefact?]	-2
- O=C(N/C(=C\c1ccc(F)cc1)C(=O)N1CCCCCC1)c1ccccc1
    -4	-15	3	3	5	4	0	-5	2
- CCOC(=O)c1c(C)[nH]c(N=Nc2ccc(C)cc2C)c1C
    5	-22	-9	26	0	17	0	12	-4
- CCc1ccccc1NC(=O)CCc1nc(-c2ccc(C)cc2)no1
    3[fluorescence artefact?]	6	2	-10	3	-8	0	0	-1
- CCC(C)NC(=O)c1ccc([N+](=O)[O-])c(Cl)c1 (stereo not drawn)
    2[fluorescence artefact?]	-17	3	11	-5	4	1	-6	-8
- Cc1cc[n+](-c2[nH]c(=O)sc2/C=N/N=C(\[O-])c2ccccc2)cc1C
    4	-2	0	5	-99	-3	2	-11	0
- COc1ccc(NC(=O)c2ccc3c(c2)OCO3)cc1Cl
    -6	-19	-4	-1	5	7	-2	1	1
- C=CCn1c(-c2ccoc2)n[nH]c1=S
    65*	-4	5	17	2	2	1	-14[fluorescence artefact?]	-5
- Cc1cccc(CSc2nnc(-c3ccco3)o2)c1
    5	-22	0	-2	7	-3	5	-4	-17
- C=CCNC(=O)/C(C#N)=C/c1cn(-c2ccccc2)nc1-c1ccc(OC)c([N+](=O)[O-])c1
    13	.	-3	-1	.	0	-1	29	-23
- Cc1ccc(N=Cc2cccc(O)c2O)c(C)c1
    .	-3	10	4	0	-3	-3	.	-3
- CC(=O)NCCn1c(SCC(=O)NCCc2ccc(S(N)(=O)=O)cc2)nc2ccccc2c1=O
    0	-35	7	4	2	1	8	8	-4
- C=CCn1c(CCCOc2ccc(Cl)cc2Cl)nnc1SCC(=O)Nc1nccs1
    0	-4	3	8	8	4	1	12	-23
- O=C(NCc1cccc(C(F)(F)F)c1)C1CCCN(c2ncccn2)C1 (stereo not drawn)
    -4	-15	3	29	5	23	0	5	3
- CCCCOc1ccc(-c2ncc(N)cn2)cc1
    3	-18	0	5	5	-3	3	-6	-3
- CN(C)c1ccc(S(=O)(=O)N2CCCCC2)cc1NC(=O)COc1ccccc1F
    -7	.	-7	12	7	-2	2	-2	-3
- Cc1ccc(C)c(N2CCN(S(=O)(=O)c3ccc4c(c3)CCC(=O)N4)CC2)c1
    2[fluorescence artefact?]	-12	-1	2	-1	-5	-1	-4[fluorescence artefact?]	6

# Full records from above. Order of screens: eIF4E 4G PPI, Mdm2 ligase inh, p97 ATPase inh, FXIIa inh 1536, Rad51 HR inh, FXIa inh 1536, Wee1 degr inh, 14-3-3 Bad inh, KLK5 inh
# `COc1ccccc1OCC(=O)Nc1cccc(C(=O)N2CCOCC2)c1` is listed as 1, 11, 2, 4, 5, 0, -1, -1, 2
# `O=C(N/C(=C\c1ccc(F)cc1)C(=O)N1CCCCCC1)c1ccccc1` is listed as -4, -15, 3, 3, 5, 4, 0, -5, 2

# New compounds follow:
# Below each compound: eIF4E 4G PPI	Mdm2 ligase inh	p97 ATPase inh	FXIIa inh 1536	Rad51 HR inh	FXIa inh 1536	Wee1 degr inh	14-3-3 Bad inh	KLK5 inh
- CC(C)(C)C(=O)COC(=O)c1cccc(NC(=O)c2ccco2)c1
    -6	-1	1	19	2	6	-1	9	6
- O=C(COC(=O)C1CC1)Nc1ccccc1Sc1ccccc1
    8	2	-1	0	-3	-4	-2	-16	-16
- Cc1cc(C)n2nc(SCC(=O)N(C)C)nc2n1
    5[fluorescence artefact?]	-14	1	7	-4	-2	3	-3	-3
- COc1ccc(NC(=S)NC(NC(=O)c2cccc(Cl)c2)C(Cl)(Cl)Cl)c([N+](=O)[O-])c1 (stereo not drawn)
    -1[fluorescence artefact?]	11	10	4	4	2	-1	-9	-5
- O=C(c1ccccc1)C(Cn1cncn1)C(Sc1ccccc1)c1ccccc1 (stereo not drawn)
    -18	-4	-2	6	-3	3	-1	-6	-8
- CCCCCCn1c(COc2ccccc2F)nnc1SCC(=O)N1c2ccccc2NC(=O)C1(C)C
    -8	0	-7	13	-1	9	-1	31	1
- CCOc1ccc2[nH]c(=O)c(CN(CCO)C(=O)CC)cc2c1
    8	-5	7	9	5	-2	1	11	1
- COc1ccc(C2N(c3ccc(OC)cc3)C(=S)N3CCCN23)cc1 (stereo not drawn)
    -40	1	-8	16	3	19	2	25	38
- Cc1cc2nc(C3CCCN(C(=S)Nc4ccccc4C)C3)[nH]c2cc1C (stereo not drawn)
    10	-50	-2	2	-99	9	0	-17	-15
- Cc1ccsc1C1C(C#N)=C(N)Oc2n[nH]c(C)c21 (stereo not drawn)
    -6	-13	-4	4	-9	-3	-1	2	-4
- Nc1nonc1C(=O)N/N=C/c1ccc(-c2ccc(Cl)c(C(=O)O)c2)o1
    -1	-6	10	.	7	-2	-1	2	-6
- CCOC(=O)N1CCC(NC(=O)c2cc(C(=O)NCC(OC)OC)ccc2CO)CC1
    -2	5	4	12	1	-5	-1	-16	-6
- CC(=O)c1ccc(NC(=O)N[C@@H](Cc2ccccc2)C(=O)O)cc1
    -8	-9	4	3	3	-1	-1	-3	-5
- COc1ccc(C2/C=C\CN(C(=O)Nc3ccccc3)CC(=O)N2Cc2ccc(F)cc2)cc1 (stereo not drawn)
    -4	13	.	11	0	4	.	-7	6
- Cc1nn(Cc2ccc(F)cc2)c(C)c1NC(=O)c1cnn2c1NC(c1ccccc1)CC2C(F)(F)F (stereo not drawn)
    4	-19	-3	20	.	10	3	-12	33
- O=C(Cc1ccccc1)NCc1n[nH]c(=S)n1-c1ccc(Br)cc1
    -3	-1	9	12	-5	-1	2	-12	-8
- O=C(c1cc(S(=O)(=O)N2CCOCC2)ccc1F)N1CCN(Cc2ccccc2)CC1
    1	-3	4	3	.	-2	-1	-5	-5
- Cc1ccc(NC(=O)c2ccc(OC(=O)c3ccco3)cc2)cc1
    -20	-4	-3	5	6	-5	-1	3[fluorescence artefact?]	-13
- S=C1SCN(CC2CC2)CN1CC1CC1
    4	-10	5	5	8	0	3	3	0
- COc1ccc(Br)cc1/C=N/NC(=O)c1ccc(COc2ccc3c(c2)CCC3)o1
    -6	-13	0	6	.	1	0	-20	-19
- O=S(=O)(/C=C/c1ccccc1)N1CCN(Cc2ccccc2)CC1
    2	-6	5	9	-2	0	-4	-3	2
- CCn1cc(C(=O)NC(C)C2CC3CCC2C3)cn1 (stereo not drawn)
    3	-13	4	11	.	4	0	-24[fluorescence artefact?]	1
- Cc1cccc(N(C(=O)c2snc(C(N)=O)c2N)C(C(=O)NCC2CCCO2)c2cccs2)c1 (stereo not drawn)
    6	4	1	-1	5	-6	0	-11	-6
- COc1ccc(Br)cc1CN1CCN(C(=O)c2ccc(F)cc2)CC1
    1	-9	-8	5	-1	-4	3	20	-1
- CCCCN(CC)C(=O)CSc1nc2c(sc(=S)n2-c2ccc(OCC)cc2)c(=O)[nH]1
    3	-7	-2	6	-8	-4	-1	-9	-2
- CCOc1cc(NC(=S)NCCCN2CCOCC2)c(OCC)cc1NC(=O)c1ccccc1C
    -1	-12	2	4	-61	-2	-3	-17	-8
- Cc1ccccc1N=Cc1c(O)n(-c2nccs2)c(=O)c2ccccc12
    -6	-1	-2	-1	13	-6	-1	-3	-13
- C=CCn1c(SCC(=O)N2CCCC2)nc2scc(-c3cccs3)c2c1=O
    1	17	-4	21	.	14	-2	14	-1
- COc1ccc(C(=O)NCCSCc2ccc(C)cc2)cc1
    -1	-8	-2	-2	1	-6	-1	-13	-11
- CCOC(=O)C(NC(C)=O)(Nc1ccc(S(=O)(=O)Nc2nccs2)cc1)C(F)(F)F (stereo not drawn)
    1[fluorescence artefact?]	-9	0	0	-4	-12	-2	-5	-33

# Carrying on:
# Below each compound: eIF4E 4G PPI	Mdm2 ligase inh	p97 ATPase inh	FXIIa inh 1536	Rad51 HR inh	FXIa inh 1536	Wee1 degr inh	14-3-3 Bad inh	KLK5 inh
- CC(C)COC(=O)c1ccc2c(c1O)C(=O)c1ccccc1C2=O
    0	5	4	2	8	0	-2	9	-17
- CCOc1ccccc1NC(=O)CN(c1ccc(OC)cc1)S(=O)(=O)c1c(C)noc1C
    1[fluorescence artefact?]	-7	0	7	0	4	-2	25	-9
- COc1cc2c(cc1OC)CN(Cc1cc(=O)n3c(-c4ccccc4)csc3n1)CC2
    1	-11	4	-4	3	-4	1	-1	-6
- CC(C)(C)NC(=O)C(c1ccc(F)cc1)N(Cc1ccco1)C(=O)Cn1nnc(-c2cccs2)n1 (stereo not drawn)
    -2[fluorescence artefact?]	.	2	16	-1	8	2	14[fluorescence artefact?]	-2
- CC(C)CC1NC(=O)N(CC(=O)N2CCN(S(=O)(=O)c3ccc4ccccc4c3)CC2)C1=O (stereo not drawn)
    -3	6	1	5	8	-4	1	6	2
- CCN1CCN(c2ccc(S(=O)(=O)N(CC)CC)cc2[N+](=O)[O-])CC1
    2	-12	2	13	.	9	2	-7	5
- C=CCNc1nc(Nc2ccc(OC)cc2OC)nc(OCC)n1
    -2	-12	-1	1	1	0	1	2	2
- Cc1nc(=O)c(-c2ccccc2)c(C)n1Cc1ccccc1
    -2[fluorescence artefact?]	-20	2	21	14	18	1	10	-2
- CC(=O)Oc1c(Cl)c(N2CCOCC2)c(OC(C)=O)c2ccccc12
    -4	-3	1	21	1	5	0	-5	-1
